# PI5P4Ka inh – blocks human PI5P4K alpha kinase activity. max response, %. P48426. 330,000 compounds, 1.2% hits. PI5P4Kalpha enzyme, ADP-Glo luminescence, 60 min; active compounds read low; active = max response of -50% or lower; inconclusive = between -30% and -50%; inactive = -30% or higher; also: value at the top dose of about 77 µM; % is scaled to controls: 0 for no effect and ±100 for the full control effect
#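 PI5P4Kalpha ADP-Glo assay; 5 microM ATP final; 60 min RT reaction; HEPES pH 7.4/EGTA/CHAPS, 5% DMSO; controls lacking substrate or enzyme; luminescent end-point.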
# EPAC2 antag – blocks human EPAC2 exchange factor; Q8WZA2; EPAC2 GEF exchange of Rap1B-BODIPY-GDP, fluorescence; Potency, µM (series often up to 114 µM), for inactives: top-dose activity, negative = inhibition, hits mostly inhibitors; 360,000 compounds, 0.18% hits; AID 720708; also: potency is read from the fitted curve at half-maximal effect; % is scaled to controls: 0 for no effect and ±100 for the full control effect; nearly all actives have a fitted effect of over 45% in size; many of its hits are not listed in these tables
# Mm-Cpn inhibitor – M. maripaludis TRiC chaperonin inhibition | purified Mm-Cpn ATPase, ADP Transcreener TR-FRET | Potency, µM (top dose mostly 76.9 µM), for the others: at the highest dose activity, negative = inhibition, actives largely listed as inhibitors | 330,000 compounds, 0.031% hits; also: potency is read from the fitted curve at half-maximal effect; % is scaled to controls: 0 for no effect and ±100 for the full control effect; nearly all actives have a fitted effect of over 80% in size
#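 Quantitative HTS used 25 nM Mm-CPN and 10 uM ATP in magnesium/KCl Tris buffer, pH 7.4, with 1 mM DTT. Hydrolysis ran 30 min at 37°C; ADP was read by HTRF.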
# EPAC1 agonist – activates human EPAC1 exchange factor | O95398 | EPAC1 agonist qHTS, biochemical assay; response scale: 100% = response to 6.5 mM cAMP | Potency, µM (titrated, usually from 154 µM), for inactives: at the top dose activation, hits mostly activators | 360,000 compounds, 0.073% hits; also: potency is read from the fitted curve at half-maximal effect; nearly all actives have a fitted effect of over 60% in size
#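 Compounds were pinned as a concentration titration into mixtures of EPAC1 (100 nM), BODIPY-GDP-loaded Rap1B (250 nM) and GDP (50 uM). After 5 min at room temperature, fluorescence was followed for 30 min; activity was scaled to 6.5 mM cAMP.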
# PLK1 PBD block – blocks phosphopeptide binding to human PLK1 polo-box domain | P53350 | Plk1 PBD binding of FITC phosphopeptide, fluorescence polarization | Potency, µM, for the others: max response, negative = inhibition, most hits filed as inhibitors | 360,000 compounds, 2.8% hits | AID 720504; also: potency is read from the fitted curve at half-maximal effect; series mostly up to about 57 µM; % is scaled to controls: 0 for no effect and ±100 for the full control effect; nearly all actives have a fitted effect of over 65% in size
# EPAC1 antagonist – blocks human EPAC1 exchange factor; EPAC1 GEF assay, Rap1b-BODIPY-GDP exchange fluorescence; Potency, µM (titrated, usually from 115 µM), for inactives: at the top dose activity change, negative = inhibition, hits mostly inhibitors; 360,000 compounds, 0.14% hits; AID 720709; O95398;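 also: potency is read from the fitted curve at half-maximal effect; plate controls were vehicle for no effect and positive control for full effect; nearly all actives have a fitted effect of over 50% in size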
# CCT chaperon mod – modulators of cytosolic chaperonin (CCT/TRiC) activity; purified chaperonin ATPase assay, HTRF ADP detection, 30 min; activity change, % (test concentration not listed), hits read low; 360,000 compounds, 0.3% hits; AID 651819; in the data active = activity change below about -30%; also: % is scaled to controls: 0 for no effect and ±100 for the full control effect
#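 Nucleotide hydrolysis assay: TRiC at 20–40 nM final (set by batch activity) with 10 uM ATP, 30 min at 37 °C, in presence of 76 uM compound. Detection by competitive ADP HTRF, 30 min ambient.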
# WRN helicase inh – blocks human WRN helicase | Q14191 | WRN helicase unwinding, fluorescent forked duplex, kinetic | Potency, µM (top dose mostly 114 µM), for inactives: at the top dose activity change, negative = inhibition, usual class: inhibitors | 360,000 compounds, 0.46% hits | AID 651768; also: potency is read from the fitted curve at half-maximal effect; % is scaled to controls: 0 for no effect and ±100 for the full control effect; nearly all actives have a fitted effect of over 55% in size
# Target sequence (Q14191 whole entry, looked up): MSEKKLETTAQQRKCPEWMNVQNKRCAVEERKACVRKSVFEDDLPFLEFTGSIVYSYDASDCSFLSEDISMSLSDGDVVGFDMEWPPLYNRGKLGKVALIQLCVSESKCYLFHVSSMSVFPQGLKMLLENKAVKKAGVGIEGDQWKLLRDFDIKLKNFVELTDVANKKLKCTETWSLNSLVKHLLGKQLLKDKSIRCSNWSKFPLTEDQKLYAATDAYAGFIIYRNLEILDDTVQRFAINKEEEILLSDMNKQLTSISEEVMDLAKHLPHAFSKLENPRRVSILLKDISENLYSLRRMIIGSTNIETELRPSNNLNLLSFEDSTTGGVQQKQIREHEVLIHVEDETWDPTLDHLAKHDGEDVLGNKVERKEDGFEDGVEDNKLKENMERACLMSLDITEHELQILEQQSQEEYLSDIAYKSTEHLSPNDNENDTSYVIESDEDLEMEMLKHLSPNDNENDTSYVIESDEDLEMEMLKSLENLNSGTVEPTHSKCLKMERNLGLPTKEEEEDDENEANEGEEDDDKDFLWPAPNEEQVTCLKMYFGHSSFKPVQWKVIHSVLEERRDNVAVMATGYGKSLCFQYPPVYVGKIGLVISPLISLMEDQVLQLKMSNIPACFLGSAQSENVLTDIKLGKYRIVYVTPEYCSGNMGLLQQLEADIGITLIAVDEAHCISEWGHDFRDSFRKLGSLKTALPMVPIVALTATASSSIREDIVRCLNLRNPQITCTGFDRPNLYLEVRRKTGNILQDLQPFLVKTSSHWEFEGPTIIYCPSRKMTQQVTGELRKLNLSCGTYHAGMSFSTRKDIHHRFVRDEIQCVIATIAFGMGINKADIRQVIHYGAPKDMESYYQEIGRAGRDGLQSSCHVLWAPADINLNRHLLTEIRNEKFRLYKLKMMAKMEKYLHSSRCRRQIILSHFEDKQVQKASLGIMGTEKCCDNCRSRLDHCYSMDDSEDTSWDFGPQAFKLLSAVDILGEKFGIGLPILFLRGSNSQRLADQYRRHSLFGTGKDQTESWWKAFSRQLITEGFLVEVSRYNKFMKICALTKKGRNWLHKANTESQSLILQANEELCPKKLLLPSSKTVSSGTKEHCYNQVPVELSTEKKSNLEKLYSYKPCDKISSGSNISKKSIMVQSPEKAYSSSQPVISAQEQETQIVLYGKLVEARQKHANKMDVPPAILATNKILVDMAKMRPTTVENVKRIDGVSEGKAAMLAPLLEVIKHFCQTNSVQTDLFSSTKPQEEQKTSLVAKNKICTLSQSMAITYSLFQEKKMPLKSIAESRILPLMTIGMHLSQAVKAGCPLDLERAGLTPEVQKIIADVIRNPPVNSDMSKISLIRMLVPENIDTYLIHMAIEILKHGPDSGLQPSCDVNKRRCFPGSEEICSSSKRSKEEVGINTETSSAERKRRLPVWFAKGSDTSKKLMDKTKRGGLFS
#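 Kinetic red-fluorescence monitoring (525/598 nm) tracks WRN helicase activity after 100 nM fluorophore-quencher forked duplex and 2 mM ATP are added to 20 nM enzyme pretreated 15 min at room temperature with compound.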
# Numbers without * were called inactive; u = inconclusive; x = not tested or not shown; [ ] = dose if it differs, or a comment. Unless noted, calls follow the shape of the dose curve; as a rule, active = well fitted curve in the direction sought with a large enough effect; inconclusive = small, poorly fitted or top-dose-only effect, or another doubt; inactive = no such curve, though single readings can be large; an effect the other way counts as inactive or inconclusive. An excerpt; the hit share may differ from the screen's.
PI5P4Ka inh	EPAC2 antag	Mm-Cpn inhibitor	structure	EPAC1 agonist	PLK1 PBD block	EPAC1 antagonist	CCT chaperon mod	WRN helicase inh
1	-1%	0%	O=C(c1ccc2c(=O)n(Cc3ccc(Cl)cc3)c(=S)[nH]c2c1)N1CCOCC1	-8%	-9%	4%	0.6	-2%
5	-20%	-1%	CCN1/C(=C/c2cc[n+](C)cc2)C=Cc2cc(C)ccc21	-9%	8%	-4%	-0.4	-21%[57.1 µM]
2	-26%	0%	COc1cccc(OCC(=O)N(Cc2nc(-c3ccc(Cl)cc3)no2)C(C)C)c1	-13%	7%	3%	1.6	-13%
3	5%	-5%	COc1ccc(Cc2nc(-c3cccnc3)no2)cc1OC	-10%	2%	-11%	0.7	-8%
-4	0%	0%	COc1ccc(CCN=CC2=C(O)CCCC2=O)cc1OC	2%	-15%	11%	0.9	2%
2	-2%	-1%	Cc1ccccc1OCC(=O)NCCN1CCCC1	0%	-9%	3%	0.6	0%
-8	-1%	1%	O=C(Nc1cccc(NC(=O)C2C3CC4OC(=O)C2C4C3)c1)c1ccccc1 (configuration not stated)	8%	-15%	-26%	1.8	3%
18	-11%	-3%	Cc1cccc(Oc2nc(-c3ccccc3)cc(C)c2S(C)(=O)=O)c1C	18%	3%	0%	-1.4	-12%
1	19%	1%	COc1ccc2c(c1)[C@H]1[C@H](CO2)[C@H](c2ccccc2)[C@]2(C)C(=O)N[C@H](C)C(=O)N12	-10%	-15%	8%	-4.1	4%
x	8%	-1%	CC(C)n1nnnc1-c1cccc(Cl)c1	0%	-5%	3%	-6.2	12%
1	0%	-1%	Nc1cc(=O)[nH]c(SCC(=O)Nc2ccc(S(=O)(=O)N3CCCC3)cc2)n1	1%	-5%	11%	-3.5	3%
10	3%	2%	CCNc1nc(NCC)nc(Oc2ccc(N)cc2)n1	10%	-4%	8%	0.0	0%
2	1%	-1%	COc1cc2nc(C3CCC3)n(NC(=O)c3ccco3)c(=O)c2cc1OC	5%	3%	u	0.8	-6%
4	5%	x	CC(C)C[C@H]1CN(CCCC[C@H]2CNC(=O)C(=O)N2Cc2ccccc2)C(=O)C(=O)N1CCC1CCCCC1	-10%	-7%	16%	-0.6	4%
1	2%	-3%	O=C(CSc1nnc(NC(=O)C2CC2)s1)Nc1ccc(F)cc1F	-12%	3%	-6%	-2.0	-12%
-2	-3%	-2%	COc1ccc(CNC(=O)CN2C(=O)CCSc3ccc(S(=O)(=O)N4CCCC4)cc32)cc1	4%	-2%	-15%	-2.4	1%
5	4%	2%	CS(=O)(=O)n1nc(C(=O)N2CCOCC2)nc1N	-6%	-5%	8%	2.4	-3%
0	-2%	0%	Cc1cc2c(c(Sc3ccccc3)n1)C(=O)OC2	4%	-8%	-2%	-1.3	3%
2	-2%	x	C(=NOCc1ccccc1)c1ccccn1	19%	-5%	2%	2.3	-7%
13	9%	-1%	O=C1N/C(=N\N=C\c2ccccn2)SC1Cc1cccc(SC(F)F)c1 (configuration not stated)	3%	-19%	-16%	-1.3	0%
2	14%	0%	O=C(CN1CCOCC1)N1CCN(c2nnc(-c3ccccc3)c3ccccc23)CC1	-9%	-6%	11%	-1.6	-5%
0	1%	0%	COc1ccccc1N(C)S(=O)(=O)c1ccc(C(=O)Nc2nccs2)cc1	0%	1%	6%	-0.4	-3%
0	6%	-17%	CCCC[n+]1ccn(-c2nc3ccccc3nc2[N-]S(=O)(=O)c2ccc(Cl)cc2)c1	6%	-10%	-13%	-4.8	u
-27	-10%	-3%	CC(C)(C)c1ccc(OCc2ccc(C(=O)N/N=C/c3ccc(O)c(O)c3)cc2)cc1	11%	-8%	u	1.9	-12%
9	1%	-2%	O=C(O)CN(c1cccc(C(F)(F)F)c1)S(=O)(=O)c1ccccc1	3%	-6%	3%	-2.2	8%

# Four entries drawn at random from those above, as already listed:
PI5P4Ka inh	EPAC2 antag	Mm-Cpn inhibitor	structure	EPAC1 agonist	PLK1 PBD block	EPAC1 antagonist	CCT chaperon mod	WRN helicase inh
9	1%	-2%	O=C(O)CN(c1cccc(C(F)(F)F)c1)S(=O)(=O)c1ccccc1	3%	-6%	3%	-2.2	8%
2	-26%	0%	COc1cccc(OCC(=O)N(Cc2nc(-c3ccc(Cl)cc3)no2)C(C)C)c1	-13%	7%	3%	1.6	-13%
2	14%	0%	O=C(CN1CCOCC1)N1CCN(c2nnc(-c3ccccc3)c3ccccc23)CC1	-9%	-6%	11%	-1.6	-5%
13	9%	-1%	O=C1N/C(=N\N=C\c2ccccn2)SC1Cc1cccc(SC(F)F)c1 (configuration not stated)	3%	-19%	-16%	-1.3	0%

# Next section:
PI5P4Ka inh	EPAC2 antag	Mm-Cpn inhibitor	structure	EPAC1 agonist	PLK1 PBD block	EPAC1 antagonist	CCT chaperon mod	WRN helicase inh
2	3%	0%	O=C(CN1C(=O)NC2(CCCCC2)C1=O)N1CCN(C(=O)c2cccs2)CC1	3%	-3%	-10%	-0.7	-2%
1	-15%	-2%	COc1ccc(C)cc1NC(=O)CCc1ccc(S(=O)(=O)N2CCOCC2)cc1	5%	0%	-27%	2.1	-8%
-4	6%	-2%	CC(C)(C)NC(=O)c1ccc2c(c1)C(=O)N(Cc1ccco1)C2=O	-2%	-21%	-3%	-1.2	0%
3	2%	-2%	COc1cccc(C(=O)COC(=O)c2ccc(NC(C)=O)cc2)c1	-8%	-1%	-13%	-3.2	-2%
-5	19%	-3%	COc1ccc(NC(=O)CN2C(=O)NC(C)(C3CCCCC3)C2=O)c(OC)c1 (configuration not stated)	6%	11%	-6%	1.2	-4%
-2	-3%	-2%	CN1C(=O)CC(N2CCN(C(c3ccccc3)c3ccccc3)CC2)C1=O (configuration not stated)	1%	-6%	-9%	-0.5	-32%
0	18%	3%	COC(=O)c1ccc(NCCc2csc(-c3ccc(C)cc3)n2)c([N+](=O)[O-])c1	6%	-6%	11%	0.0	1%
2	7%	1%	CCCN1CN(Cc2ccccc2)CC2=C1CC(C)(C)CC2=O	-1%	-25%	4%	0.0	0%
2	3%	x	CCOC(=O)c1csc(NC(=O)CCS(=O)(=O)c2ccc(Cl)cc2)n1	12%	-20%	-3%	-1.3	-1%
6	-8%	-11%	CCOC(=O)[C@H]1[C@H]2COc3ccc(Cl)cc3[C@@H]2N2C(=O)c3cc(Br)ccc3NC(=O)[C@@]12C	4%	-5%	-6%	-1.1	-4%
-8	8%	-11%	O=C(NCc1ccccn1)c1ccc(NS(=O)(=O)c2ccccc2)cc1	17%	-3%	-18%	0.0	-22%
-12	u	2%	Cc1nc2ccc(NC(=O)c3ccc4ccccc4n3)cc2s1	4%	-3%	-15%	0.5	-10%
-3	9%	-6%	CC(C)C(=O)Nc1ncc(C(F)(F)F)cc1Cl	12%	-8%	10%	-0.4	9%
-4	1%	2%	COc1ccccc1NC(=O)NNC(=O)C(C)Oc1ccc2ccccc2c1 (configuration not stated)	-13%	-10%	-6%	-2.7	3%
-8	17%	0%	Cc1ccc(NC(=S)NCCCN2CCOCC2)cc1C	0%	-12%	-9%	0.9	2%
4	1%	-5%	Cc1cc2nc3c(nc2cc1C)CCCC3	14%	-14%	0%	-3.2	3%
-23	2%	u	O=C(COc1ncnc2scc(-c3ccc(F)cc3)c12)NCc1ccco1	4%	-1%	4%	-3.7	-6%
-11	0%	-1%	O=C(COC(=O)Cn1nnc2ccccc21)Nc1ccccc1Br	1%	30µM*	-6%	-0.4	2%
0	8%	-1%	CC(C)(C)[C@@H]1COC(=O)[C@@H](NC(=O)OCC2c3ccccc3-c3ccccc32)C/C=C\C[C@@H](CC(=O)NCCO)C(=O)N1	3%	4%	7%	-7.4	14%
3	-2%	-1%	N#C/C(=C\Nc1ccc(Cl)cc1)S(=O)(=O)c1ccccn1	1%	0%	-4%	1.2	-8%
-7	0%	-4%	COc1ccccc1CNC(=O)C1CCN(S(=O)(=O)c2cccc3cccnc23)CC1	-10%	-20%	-4%	-4.3	-4%
5	-7%	0%	COc1ccc(OCCOc2ccc(S(=O)(=O)N3CCCC3)cc2C(N)=O)cc1	0%	1%	-2%	-0.6	0%
1	-2%	0%	COc1ccc(CCNC(=O)Cc2cc(OC)c(OC)cc2Br)cc1OC	2%	-8%	1%	0.5	-3%
2	5%	2%	COc1ccc(OC)c(C2=C/C(=C/c3ccccn3)C(=O)O2)c1	14%	-21%	1%	0.0	3%
-25	-6%	1%	N#Cc1c(NC(=O)CSc2n[nH]c(N)n2)oc(-c2ccccc2)c1-c1ccccc1	27%	u	-4%	1.6	-11%

# PLK1 PBD block, hit marks shown above
PI5P4Ka inh	EPAC2 antag	Mm-Cpn inhibitor	structure	EPAC1 agonist	PLK1 PBD block	EPAC1 antagonist	CCT chaperon mod	WRN helicase inh
-11	0%	-1%	O=C(COC(=O)Cn1nnc2ccccc21)Nc1ccccc1Br	1%	30µM*	-6%	-0.4	2%

# Single records, as listed above.
# CC(C)C(=O)Nc1ncc(C(F)(F)F)cc1Cl across the screens: PI5P4Ka inh = -3; EPAC2 antag = 9%; Mm-Cpn inhibitor = -6%; EPAC1 agonist = 12%; PLK1 PBD block = -8%; EPAC1 antagonist = 10%; CCT chaperon mod = -0.4; WRN helicase inh = 9%
# COc1ccc(OCCOc2ccc(S(=O)(=O)N3CCCC3)cc2C(N)=O)cc1 across the screens: PI5P4Ka inh = 5; EPAC2 antag = -7%; Mm-Cpn inhibitor = 0%; EPAC1 agonist = 0%; PLK1 PBD block = 1%; EPAC1 antagonist = -2%; CCT chaperon mod = -0.6; WRN helicase inh = 0%

# Further structures follow:
PI5P4Ka inh	EPAC2 antag	Mm-Cpn inhibitor	structure	EPAC1 agonist	PLK1 PBD block	EPAC1 antagonist	CCT chaperon mod	WRN helicase inh
-1	9%	1%	COc1ccc(CCNC(=O)c2ccc(CNS(=O)(=O)c3cccc(Cl)c3)cc2)cc1OC	2%	-1%	6%	-0.1	-12%
x	-4%	1%	Nc1cccc(-c2cn3cc(C(F)(F)F)cc(Cl)c3n2)c1	13%	-1%	-8%	0.4	-4%
-5	-2%[57.1 µM]	0%	COc1ccc2cc(C(=O)O)ccc2c1	1%	-6%	-4%	-1.8	7%
0	3%	0%	COC(=O)c1ccc(CN2C(=O)c3ccccc3C2=O)o1	5%	1%	10%	-1.8	-2%
-2	-3%	-1%	COc1ccccc1N(C)S(=O)(=O)c1ccc(C(=O)Nc2ccc(C)cc2C)cc1	-3%	-9%	-14%	2.7	-10%
-6	2%	0%	O=C(NNC(=O)C1CC1)c1cc2cc3ccccc3nc2s1	9%	-12%	-14%	-6.1	-5%
x	-3%	-2%	O=C1C2CC=C(Cl)CC2C(=O)N1CCCCCCN1C(=O)C2CC=C(Cl)CC2C1=O (configuration not stated)	9%	u	-15%	2.3	u
